High-throughput results (PubChem BioAssay)
GPR55 LPI antagonism: GPR55 antagonists blocking LPI-driven arrestin recruitment, primary screen, imaging, U2OS, beta-arrestin-GFP, LPI agonist (AID 2013). inhibition, % at 10 µM; hits with a dose series show IC50 in µM. U2OS GPR55 beta-arrestin-GFP translocation imaging, LPI antagonism; higher % means a stronger effect. G-protein coupled receptor 55 (Homo sapiens). actives 0.13% (n = 290,000);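 active = spots per cell inhibited over 60%, with over 100 cells counted and total cytoplasm intensity under 500,000; inconclusive = wells with under 100 cells, flagged as likely toxic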;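 also: U2OS cells stably carrying GPR55 and arrestin-GFP stimulated by 5 µM LPI near EC80; imaged beta-arrestin-GFP aggregate spots per cell after agonist stimulation; plate controls were LPI-stimulated DMSO wells for no effect and DMSO wells without LPI for full effect; some results filed as inactive read as strong as hits; confirmed hits need IC50 under 10 µM and bright autofluorescent wells are also inconclusive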
Yfh1-depleted yeast: enhancers of respiration in Yfh1-depleted yeast, dose response, Friedreich's ataxia, plus single-dose screen (AID 1465). S. cerevisiae Yfh1-off respiration, WST-1 reduction, 72 h; higher fold induction means a stronger effect. fold induction at 50 µM; hits with a dose series show EC50 in µM. actives 0.074% (n = 220,000);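 active = fold induction of absorbance versus untreated yeast above a set limit, then at least 30% activation at any dose in follow-up; inconclusive = repeats straddling the limit, or above it without dose testing; inactive = fold induction below the set limit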;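 also: activators that raise dye reduction in frataxin-depleted yeast; strong numbers were not always called active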
GPR35 antagonists: GPR35 antagonists blocking zaprinast-driven arrestin recruitment, primary screen, imaging, U2OS, beta-arrestin-GFP, zaprinast agonist (AID 2058); U2OS GPR35 beta-arrestin-GFP translocation imaging, zaprinast antagonism; higher % means a stronger effect; inhibition, % at 10 µM; hits with a dose series show IC50 in µM; actives 0.052% (n = 290,000);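 active = inhibition of at least 50% with at least 30 cells and total cytoplasm GFP at most 10,000,000; inconclusive = under 30 cells or total GFP of 10,000,000 plus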
NTR1 agonist: agonists of NTR1, primary screen, imaging, U2OS cells, beta-arrestin-GFP, high content (AID 493036); NTR1-U2OS beta-arrestin-GFP spot imaging, agonist mode; activation, % at 20 µM; Neurotensin receptor type 1 (Homo sapiens), P30989; actives 0.17% (n = 330,000);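 active = activation at or above 40% of the spot to cytoplasm intensity ratio, with at least 20 cells analyzed; inconclusive = wells under 20 cells, flagged as cytotoxic or low count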;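 also: 0% = DMSO without peptide and 100% = 100 nM NTR1 peptide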
Target sequence (P30989 whole entry, looked up): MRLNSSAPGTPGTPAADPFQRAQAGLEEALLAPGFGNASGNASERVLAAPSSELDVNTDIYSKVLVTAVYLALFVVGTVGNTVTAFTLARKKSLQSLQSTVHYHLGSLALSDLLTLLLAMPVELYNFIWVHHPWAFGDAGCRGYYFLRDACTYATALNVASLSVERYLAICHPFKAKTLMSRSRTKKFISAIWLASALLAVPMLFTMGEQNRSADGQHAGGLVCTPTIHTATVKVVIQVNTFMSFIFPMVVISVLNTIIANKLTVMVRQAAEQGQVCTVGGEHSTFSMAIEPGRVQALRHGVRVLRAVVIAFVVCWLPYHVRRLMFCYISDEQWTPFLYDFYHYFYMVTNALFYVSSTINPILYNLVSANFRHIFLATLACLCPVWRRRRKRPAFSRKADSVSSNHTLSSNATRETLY
AID2073: inhibitors of Mint1-CaV2.2 protein interaction, biochemical, HTRF (AID 2073); Voltage-dependent N-type calcium channel subunit alpha-1B (Homo sapiens); HTRF protein-protein interaction, Mint1-CaV2.2; higher % means a stronger effect; actives 0.19% (n = 290,000); inhibition, % at 20 µM, or IC50 in µM where a hit was titrated; in the data active = inhibition mostly above about 51%, no sharp cut-off; inconclusive = no clear call, values can overlap the other calls; inactive = mostly below about 53%; also: some results filed as inactive read as strong as hits
Rac1 GTP hydrolysis: MgcRacGAP GTPase-activating activity inhibitors, confirmation, biochemical, ADP Hunter fluorescence | Rac GTPase-activating protein 1 (Homo sapiens) | MgcRacGAP-stimulated Rac1 GTP hydrolysis, ADP Hunter fluorescence; higher % means a stronger effect; GST-tagged Rac1 F28L mutant substrate | inhibition, % at 30 µM; hits with a dose series show IC50 in µM | actives 0.6% (n = 340,000) | AID 624330, 2012;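 active = first-screen hits whose inhibition reached a set limit at any dose in the follow-up dose series; inconclusive = inhibition above the set first-screen limit but never retested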;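 also: fluorescence reports GDP produced by GAP-driven GTP hydrolysis; strong numbers were not always called active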
Large T inhibition: SV40 large T antigen inhibitors, biochemical (AID 1903). SV40 large T antigen ATPase/helicase inhibition assay; higher % means a stronger effect. inhibition, % at 20 µM; hits with a dose series show IC50 in µM. actives 0.39% (n = 310,000); in the data active = a potency from the dose series; inconclusive = inhibition mostly from about 32% at the one dose, without a potency; inactive = the rest, 99 in 100 with inhibition below about 32%; also: strong numbers were not always called active
Dengue-2 NS5 capping: Dengue-2 NS5 methyltransferase inhibitors, primary screen, biochemical, confirmation dose response (AID 588689); Genome polyprotein (Dengue virus type 2 (strain 16681-PDK53)); Dengue-2 NS5 methyltransferase capping enzyme assay, biochemical; higher % means a stronger effect; inhibition, % at 25 µM; hits with a dose series show IC50 in µM; actives 0.3% (n = 340,000); in the data active = a potency from the dose series; inconclusive = inhibition above about 29% without an active follow-up result
GPR55 activation: GPR55 agonists via beta-arrestin recruitment, primary screen, imaging, U2OS cells, beta-arrestin-GFP redistribution (AID 1961) | U2OS GPR55 beta-arrestin-GFP redistribution imaging; higher % means a stronger effect | one-dose activation, % at 10 µM; EC50 in µM for titrated hits | actives 0.048% (n = 290,000);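 active = activation above 40% with more than 50 cells counted in the well; inconclusive = wells holding fewer than 50 cells, flagged as toxic or sparse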;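 also: U2OS osteosarcoma cells stably expressing GPR55 and beta-arrestin-GFP; plate controls were DMSO negative control for no effect and LPI positive control for full effect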
NTR1 agonist cell count 20 µM: second read-out of NTR1 agonist, no call of its own (marks repeat the call); cell count; measured here: cell count, cytotoxicity flag
Active calls of the source: *; i = inactive; ? = inconclusive; · = not tested or not shown; & = joins results of further samples. Random draw from the library; about 1.7% have a hit in one of these screens.

SMILES	GPR55 LPI antagonism	Yfh1-depleted yeast	GPR35 antagonists	NTR1 agonist	NTR1 agonist cell count 20 µM	AID2073	Rac1 GTP hydrolysis	Large T inhibition	Dengue-2 NS5 capping	GPR55 activation
O=S(=O)(Nc1ccccc1N1CCOCC1)c1ccc(Cl)s1	-12.4%	i	-8.9%	-1.5	80	-4.4%	6.1%	6.8%	-4.0%	-1.0%
Cc1cccc(C)c1NC(=O)CN(C)S(=O)(=O)c1ccc(-c2ccc(=O)[nH]n2)s1	4.5%	·	13.4%	1.4	58	17.1%	-0.6%	2.4%	-14.7%	-0.1%
CC(C(=O)OCc1nnc(-c2ccccc2)o1)N1C(=O)c2ccccc2C1=O (stereo unspecified)	3.4%	i	-10.2%	1.0	33	-9.9%	10.1%	6.2%	-1.1%	-0.2%
COc1ccc(/C=C/C(=O)Nc2nnc(C(C)C)s2)cc1OC	3.6%	i	-9.1%	-0.4	48	15.5%	·	-4.9%	·	-0.2%
CCCCN(CC)C(=O)c1cc2c(=O)[nH]c3ccc(C)cc3c2s1	12.6%	·	-3.9%	17.5	73	20.4%	9.5%	-0.1%	0.7%	-0.2%
COCCCN1CC(=O)N2C(c3cccc(OC)c3OC)c3[nH]c4ccccc4c3C[C@H]2C1=O (stereo partly specified)	0.7%	·	-9.5%	1.4	53	-1.8%	8.8%	2.3%	6.1%	0.0%
CC(C)(C)CNc1cc(N2CCOCC2)ccc1[N+](=O)[O-]	4.3%	i	-3.5%	0.0	48	-5.2%	14.0%	8.3%	-6.2%	-0.1%
Cc1ccc(C(=O)Nc2nccs2)cc1S(=O)(=O)N1CCCCC1	37.5%	i	27.4%	0.4	46	7.1%	5.9%	-0.9%	-6.1%	1.0%
COc1ccc(NC(=S)NCCc2c[nH]c3ccccc23)cc1	3.2%	i	-19.2%	2.9	31	-1.4%	8.7%	16.0%	-3.6%	-0.3%
Cc1onc(-c2ccccc2)c1C(=O)Nc1nnc(CC(C)(C)C)s1	-4.5%	·	-2.7%	0.3	30	-0.9%	7.4%	14.2%	-7.1%	0.2%
CCOC(=O)N1CCN(C(=O)CCNS(=O)(=O)c2ccc3c(c2)c(=O)n(C)c(=O)n3C)CC1	2.1%	i	-1.0%	0.0	49	0.1%	4.0%	14.8%	-4.8%	0.9%
COc1ccc(-n2c(SC(C)C(=O)Nc3ncc(Cl)cc3Cl)nc3ccccc32)cc1 (stereo unspecified)	-5.3%	i	0.5%	·	·	-7.8%	7.2%	-0.4%	-1.3%	0.7%
C=CCNC(=O)CN1C(=O)C2C3c4ccccc4C(c4ccccc43)C2C1=O (stereo unspecified)	8.5%	i	1.9%	-0.6	32	-15.7%	11.9%	11.7%	-5.4%	1.1%
CN(C)c1ccc(-c2nnc(-c3ccc(S(=O)(=O)C(F)F)cc3)o2)cc1	-8.9%	i	-0.5%	1.1	31	?	8.8%	4.6%	?	0.2%
CCCCCC(C)NC(=S)NC(=O)c1cc(S(=O)(=O)N2CCOCC2)ccc1C (stereo unspecified)	19.7%	i	-15.9%	8.4	69	-0.2%	5.5%	-12.5%	2.9%	0.6%
CC1(C)C/C(=N\O)C(C(O)c2cccc([N+](=O)[O-])c2)C(C)(C)N1 (stereo unspecified)	13.2%	i	11.6%	2.0	57	-21.2%	4.5%	-2.3%	0.0%	0.0%
Cn1c(=N)n(CC(O)c2ccccc2)c2ccccc21 (stereo unspecified)	8.2%	i	2.9%	1.1	53	2.1%	12.0%	-4.2%	-6.9%	-0.1%
CN1CCC(N(C)C(=O)/C=C/c2cn(-c3ccccc3)nc2-c2cccs2)CC1	-4.4%	i	-3.0%	1.4	42	16.1%	17.8%	-1.1%	-11.9%	0.0%
CCOC(=O)c1c(NC(=O)c2ccn(CC)n2)sc2c1CCCC2	23.8%	i	-10.8%	19.2	74	20.9%	17.7%	7.1%	2.4%	0.3%
COc1ccc(NC(=O)c2ccc(-n3nc(C)c[n+]3[O-])cc2)cc1	2.7%	i	5.9%	0.1	45	-2.2%	6.8%	-0.2%	-2.8%	-0.1%
CCN1C(=O)[C@H]2[C@@H](c3ccc(C)cc3)N3C(=O)N(c4cccc(Cl)c4)C(=O)[C@@]3(Cc3ccc(Cl)cc3)[C@H]2C1=O	·	·	·	6.0	85	·	3.6%	9.3%	-6.4%	·
CC(=O)Nc1ccc(-c2csc(NC=C3C(=O)OC(C)(C)OC3=O)n2)cc1	2.5%	i	5.3%	1.0	40	4.3%	16.1%	37.4%	-36.6%	0.2%
CCCCN(CCCC)c1nc2ccccc2nc1C(C#N)C(=O)NCCCOC (stereo unspecified)	8.4%	i	0.4%	6.0	47	2.9%	11.1%	8.6%	?	0.2%
O=C(Cn1c2[n+](c3ccc(C(F)(F)F)cc31)CCCCC2)c1cccc([N+](=O)[O-])c1	-20.3%	i	1.3%	-1.1	95	-9.1%	5.2%	3.9%	-1.8%	-0.3%
C/C(=N/Nc1nc(-c2ccccc2F)nc2ccccc12)c1ccccc1O	2.7%	i	-6.6%	18.4	57	19.3%	0.7%	-5.3%	-3.5%	-0.2%
CCCNCC(O)COc1ccccc1C(=O)CCc1ccccc1 (stereo unspecified)	7.5%	i	-5.5%	-1.4	51	-0.1%	4.8%	4.9%	0.0%	0.1%
O=C(COC(=O)C12CC3CC(CC(C3)C1)C2)Nc1nc2c(F)c(F)c(F)cc2s1	15.2%	i	-13.8%	2.5	39	8.0%	3.9%	1.6%	-3.0%	0.0%
CCOC(=O)c1cnc(SCC)[nH]c1=O	-0.8%&23.9%	i	0.2%&6.8%	-1.4	38	-6.5%&4.9%	2.6%	3.9%	-6.2%	-0.2%&-0.1%
O=C(NCCc1ccccn1)c1nc(Cn2ccc([N+](=O)[O-])n2)no1	15.1%	·	-8.3%	1.3	42	3.2%	-3.9%	3.1%	-9.5%	?
Cn1cnnc1-c1cccc(NC(=O)c2cc(F)c(F)cc2Cl)c1	9.2%	i	-6.0%	0.9	69	6.6%	2.6%	8.2%	-5.3%	0.5%
CC(C)Cc1nc2oc3c(Cl)ncnc3c2c2c1CCCC2	5.3%	i	12.6%	34.2	9	8.9%	14.2%	14.3%	-6.2%	-0.3%
Cc1cc(-c2csc(NC(=O)c3ccccc3C(F)(F)F)n2)c(C)n1Cc1ccccc1	3.2%	i	21.4%	-0.2	48	5.4%	12.4%	8.6%	-11.8%	0.5%
O=[N+]([O-])c1ccc(CSc2nnc(-c3cnccn3)o2)cc1	1.7%	i	14.9%	-0.7	98	-4.4%	1.7%	2.6%	3.2%	-0.1%
CCC(CC)c1nnc(NC(=O)c2ccc3c(c2)OCO3)s1	17.5%	·	18.1%	0.1	43	-8.6%	7.6%	5.7%	0.0%	-0.2%
CCCC(=O)Nc1ccc(C(N)=O)cc1	6.1%	i	0.4%	0.6	34	-3.3%	4.7%	1.4%	0.0%	-0.9%
CCOc1ccc(CCNc2nc3c(c(=O)n(C)c(=O)n3C)n2CC)cc1OCC	-11.1%	i	-10.0%	4.4	64	-1.6%	3.7%	-8.5%	-3.3%	-0.2%
CCn1c2ccccc2c2cc(NC(=O)COC(=O)c3cccc(S(=O)(=O)NC)c3)ccc21	14.5%	i	-9.4%	0.4	57	8.0%	6.8%	-1.3%	6.5%	0.2%
CCOC(=O)C1CCN(CC(O)COc2ccc(C(C)=O)cc2)CC1 (stereo unspecified)	5.2%	i	1.6%	-0.3	64	0.5%	2.9%	1.6%	-4.5%	-0.1%
O=C1CCCc2ccccc2N1Cc1c(Cl)cccc1Cl	8.5%	i	-5.5%	1.2	63	1.8%	3.9%	3.2%	-9.0%	-0.1%
O=C(c1ccc(N2CN(C(=O)c3ccco3)c3nc4ccccc4nc32)cc1)N1CCOCC1	11.1%	i	8.0%	-0.8	47	9.7%	2.5%	-1.6%	-6.1%	0.4%
COc1ccc(C2CC(c3ccccc3)=NN2C(=S)Nc2ccccc2)cc1 (stereo unspecified)	-2.8%	i	-17.6%	0.2	50	1.8%	7.7%	9.9%	-0.7%	-0.6%
CCN(CC)CCCCOc1ccccc1OC	-8.7%	i	-2.8%	-0.8	52	-0.8%	7.5%	0.7%	2.4%	0.8%
O=S(=O)(c1ccccc1)N1CCN(C(=S)Nc2ccccc2Cl)CC1	6.9%	·	-1.6%	2.3	59	-54.2%	3.5%	5.3%	1.9%	-0.1%
COc1ccc(-n2c(SCC(=O)Nc3ccc4c(c3)OCO4)nc3c(c2=O)SCC3)cc1	-0.7%	i	2.0%	2.5	73	40.1%	-3.7%	4.9%&4.6%	-2.1%	-0.1%
CC1(C)CC(NC(=O)c2coc(=O)c(Br)c2)CC(C)(C)N1	3.5%	i	-0.6%	-1.9	43	2.3%	17.1%	10.8%	3.8%	0.1%
CC(=O)c1ccc(N2CCN(CC(=O)Nc3ccc(N4CCOCC4)cc3)CC2)cc1	3.5%	i	-14.4%	-0.1	65	5.0%	·	9.6%	·	0.5%
CCOCCCNCc1ccc(OC)cc1	-1.0%	i	-9.3%	0.9	81	-6.2%	17.7%	7.9%	3.2%	-0.1%
Cc1ccc(C)c(NCC(O)c2ccccc2)c1 (stereo unspecified)	3.3%	i	-4.5%	0.2	40	-4.4%	5.8%	7.3%	-14.0%	-0.1%
O=C(NCc1ccco1)C(c1ccccc1F)N(Cc1cccnc1)C(=O)Cn1nnc2ccccc21 (stereo unspecified)	11.9%	i	3.6%	-0.2	50	1.2%	0.4%	4.8%	-10.2%	-0.1%

A different layout for some results above.
canonical_smiles,GPR55 LPI antagonism,Yfh1-depleted yeast,GPR35 antagonists,NTR1 agonist,NTR1 agonist cell count 20 µM,AID2073,Rac1 GTP hydrolysis,Large T inhibition,Dengue-2 NS5 capping,GPR55 activation
O=S(=O)(c1ccccc1)N1CCN(C(=S)Nc2ccccc2Cl)CC1,6.9%,·,-1.6%,2.3,59,-54.2%,3.5%,5.3%,1.9%,-0.1%
COc1ccc(-n2c(SCC(=O)Nc3ccc4c(c3)OCO4)nc3c(c2=O)SCC3)cc1,-0.7%,i,2.0%,2.5,73,40.1%,-3.7%,4.9%&4.6%,-2.1%,-0.1%
